# ALDH1A1 block: ALDH1A1 (human) enzyme inhibition | P00352 | Purified ALDH1A1, NADH fluorescence, propionaldehyde substrate | Potency, µM (top dose mostly 75.3 µM), inactives show at the highest dose activity, negative = inhibition, hits mostly inhibitors | 220,000 tested, 7.3% active; active = well fitted inhibition curve with a large enough effect, not every such curve was filed as active; inconclusive = small, poorly fitted or top-dose-only effect, or another doubt; inactive = no such curve, though single readings can be large or run the other way;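 also: plate controls were no enzyme wells and a reference inhibitor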
# Target sequence (P00352 whole entry, looked up): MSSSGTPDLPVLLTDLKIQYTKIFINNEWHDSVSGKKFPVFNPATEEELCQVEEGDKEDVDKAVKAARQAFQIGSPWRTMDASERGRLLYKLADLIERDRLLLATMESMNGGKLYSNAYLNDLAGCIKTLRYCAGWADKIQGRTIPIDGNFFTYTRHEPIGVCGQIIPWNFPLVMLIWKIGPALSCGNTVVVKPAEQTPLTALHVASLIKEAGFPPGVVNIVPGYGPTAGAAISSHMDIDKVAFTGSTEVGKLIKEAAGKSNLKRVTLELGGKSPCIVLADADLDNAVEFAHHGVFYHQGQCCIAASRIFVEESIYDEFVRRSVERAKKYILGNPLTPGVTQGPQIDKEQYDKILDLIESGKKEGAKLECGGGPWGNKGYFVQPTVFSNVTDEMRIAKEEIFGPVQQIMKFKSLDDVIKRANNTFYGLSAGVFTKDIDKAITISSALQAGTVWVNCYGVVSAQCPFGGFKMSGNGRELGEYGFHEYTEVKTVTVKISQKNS
# GAA glycogen mod: GAA glycogen-cleavage inhibition or activation | P10253 | recombinant GAA, glycogen substrate, Amplex Red glucose oxidase fluorescence | Potency, µM (titrated, usually from 76.4 µM), without a hit: top-dose activity change, negative = inhibition, hits mostly inhibitors | 300,000 tested, 0.38% active | AID 2100;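 also: 0% = full enzyme reaction and -100% = no-enzyme basal signal; the screen sought inhibitors and activators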
#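 Recombinant human enzyme (4 nM); glycogen substrate; 37 C, 40 min, pH 5.0. Readout: coupled glucose oxidase/Amplex Red fluorescence.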
# aGal spleen mod: alpha-galactosidase A (human) modulation; P06280; human spleen homogenate, 4MU-alpha-Gal fluorescence, 40 min; Potency, µM (top dose mostly 80 µM), inactives show at the highest dose activity change, negative = inhibition, usual class: inhibitors; 240,000 tested, 0.008% active; AID 2107;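 also: 0% = enzyme with vehicle and -100% = no enzyme basal signal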
#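 Fluorogenic readout (Ex 365/Em 440 nm) of 4-methylumbelliferone released from 1 mM 4-MU-alpha-galactoside by spleen homogenate, 40 min at 37C, pH 5.0. Data normalized to no-enzyme and enzyme controls; Hill-equation AC50 from compound titrations.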
# Epigenetic reg: epigenetic control regulation, reporter derepression; murine LDR cells, GFP reporter derepression, 30 h; Potency, µM (doses to about 53.9 µM), without a hit: at the highest dose GFP activation, hits mostly activators; 280,000 tested, 0.2% active; AID 1865; also: % of control where 0% means no effect; nearly all actives have a fitted effect of over 60% in size
#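 Derepression of a silenced CMV-GFP reporter in murine LDR cells is scored by enumerating GFP-positive cells with a laser-scanning microplate cytometer after 30 hours of treatment at 37 C.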
# Tau fluor cs: counter-screen for tau fibril formation inhibitors; tau K18 P301L Alexa594 fluorescence, heparin fibrillization; Potency, µM (highest dose often 57.7 µM), without a hit: at the highest dose activity change, negative = decrease; 280,000 tested, 0.93% active; AID 1463; also: % is scaled to controls: 0 for no effect and ±100 for the full control effect; nearly all actives have a fitted effect of over 55% in size
#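 Human tau K18 P301L (15 uM unlabeled, 0.24 uM Alexa 594-labeled) in 100 mM sodium acetate pH 7 with 20 uM heparin, 6 hr at 37 C. ThT 30 uM added, 1 hr ambient; Alexa 594 FP and total fluorescence read at 555/632 nm.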
# NPSR antagonist: neuropeptide S receptor (human) antagonism, cAMP. Q6W5P4. CHO-NPSR cells, cAMP TR-FRET, antagonist mode. Potency, µM (top dose mostly 38.3 µM), for inactives: at the highest dose activity change, negative = inhibition, actives largely listed as inhibitors. 220,000 tested, 1% active. AID 1461; also: % is scaled to controls: 0 for no effect and ±100 for the full control effect; nearly all actives have a fitted effect of over 50% in size; many of its hits are not listed in these tables
# Target sequence (Q6W5P4 whole entry, looked up): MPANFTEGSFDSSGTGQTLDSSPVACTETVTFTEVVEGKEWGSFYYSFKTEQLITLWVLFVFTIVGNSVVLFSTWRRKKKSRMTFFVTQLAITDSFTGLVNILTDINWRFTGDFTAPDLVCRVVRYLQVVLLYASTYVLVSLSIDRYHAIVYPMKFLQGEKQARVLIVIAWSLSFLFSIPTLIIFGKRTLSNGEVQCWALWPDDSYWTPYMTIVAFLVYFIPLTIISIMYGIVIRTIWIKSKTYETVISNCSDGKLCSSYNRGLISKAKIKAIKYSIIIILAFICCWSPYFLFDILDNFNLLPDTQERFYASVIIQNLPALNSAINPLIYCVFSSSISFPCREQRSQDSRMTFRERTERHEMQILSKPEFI
# GAA spleen mod: lysosomal alpha-glucosidase (human) modulation; Potency, µM (doses to about 79.9 µM), for the others: at the highest dose activity change, negative = inhibition, hits mostly inhibitors; human spleen homogenate, 4-MU-alpha-glucoside fluorescence; P10253; 240,000 tested, 0.006% active;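 also: 0% = enzyme with vehicle and -100% = no enzyme basal signal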
#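 Human spleen homogenate (1 ug) with 4-methylumbelliferyl-alpha-D-glucopyranoside (1 mM final) in 50 mM citrate/phosphate pH 5.0, 0.01% Tween-20; 40 min at 37 C. Stopped at pH 10; 4-MU fluorescence Ex 365/Em 440 nm; AC50 by Hill fit.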
# GAA inh: alpha-glucosidase (human) inhibition; P10253; purified human GAA, 4-MU-alpha-glucoside fluorescence; Potency, µM (doses to about 76.9 µM), for the others: top-dose activity change, negative = inhibition, usual class: inhibitors; 200,000 tested, 0.005% active;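 also: plate controls were uninhibited enzyme wells for no effect and no-enzyme background for full effect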
#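 Read-out is 4-methylumbelliferone fluorescence (Ex 365/Em 440 nm) after NaOH/glycine stop at pH 10. Enzyme 4 nM, substrate 400 uM, pH 5.0 citrate buffer, 20 min room temperature; AC50 from Hill-equation concentration-response.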
# An asterisk follows results filed as active; u = inconclusive; x = no result given; [ ] = dose if it differs, or a comment. Unless noted, calls follow the shape of the dose curve; as a rule, active = well fitted curve in the direction sought with a large enough effect; inconclusive = small, poorly fitted or top-dose-only effect, or another doubt; inactive = no such curve, though single readings can be large; an effect the other way counts as inactive or inconclusive. Potency is read from the fitted curve at half-maximal effect. This is a subset, so the mix of outcomes need not match the whole.
# Every second line gives: ALDH1A1 block | GAA glycogen mod | aGal spleen mod | Epigenetic reg | Tau fluor cs | NPSR antagonist | GAA spleen mod | GAA inh
- O=C(CSc1nc(C2CC2)nc2ccccc12)N1CCc2ccccc2C1
  -2% | 1% | -9% | -1.9% | -17% | -28%[46.1 µM] | -11% | -3%
- OC1(C#CCCN2CCCCC2)c2ccccc2-c2ccccc21
  1% | 4% | 4% | -0.2% | -6% | 18% | 3% | -6%
- CCCCn1c(CNC(=O)CC)nc2ccccc21
  6% | 2% | 2% | 0.0% | 8% | -1%[46.1 µM] | 0% | -6%
- Cc1ccc(-c2nn3c(-c4ccco4)nnc3c3ccccc23)cc1S(=O)(=O)N1CCOCC1
  6% | -1% | 3% | 0.8% | 0% | -15%[46.1 µM] | 6% | -1%
- O=C(C1CCC1)N1CCc2cc(S(=O)(=O)NCc3ccco3)ccc21
  9% | -1% | 4% | 1.1% | -6% | -16%[46.1 µM] | -7% | -3%
- CN(C1CCS(=O)(=O)C1)S(=O)(=O)c1ccc(N2CCCC2=O)cc1 (configuration not stated)
  -6% | 5% | 2% | -1.0% | -2% | 5%[46.1 µM] | 8% | -18%
- CC(=O)NCCOc1nc(N2CCCCC2)nc(N2CCCCC2)n1
  u | -8% | -3% | 0.0% | -5% | 17% | 2% | -2%
- N#CC1=C(N)Oc2n[nH]c(-c3cccs3)c2C1c1cccs1 (configuration not stated)
  -8% | -10% | 0% | 0.0% | u | -9%[46.1 µM] | -3% | -7%
- CS(=O)(=O)c1[nH]nc(-c2ccccc2)c1C#N
  x | 4% | -13% | -0.3% | -2% | 1%[7.67 µM] | -7% | x
- O=C(O)c1cc(N2C(=O)C3C4C=CC(C4)C3C2=O)ccc1NCc1cccnc1 (configuration not stated)
  u | 18% | 4% | -7.0% | -9% | -9%[46.1 µM] | -2% | 0%
- Cc1cccc(C)c1NC1=C(Cl)C(=O)OC1OC(=O)c1ccccc1 (configuration not stated)
  6% | -13% | -6% | 0.4% | u | -23% | -4% | -9%
- CC(C)(C)NC(=O)C(c1ccncc1)N(Cc1cccs1)C(=O)Cn1nnc(-c2ccc(F)cc2)n1 (configuration not stated)
  -14% | u | 7% | -1.0% | -17% | -30%[46.1 µM] | 3% | 5%
- Cc1c(N(C(=O)c2ccccn2)C2(C(=O)NC3CCCC3)CCCCC2)c(=O)n(-c2ccccc2)n1C
  7% | -21% | -7% | 2.2% | -2% | 11% | -3% | -3%
- Cn1c(=O)c(=O)n(C)c2cc(S(=O)(=O)N3CCN(C4CCCCC4)CC3)ccc21
  u | 3% | 1% | -5.7% | -3% | -9%[46.1 µM] | 0% | -5%
- COc1ccc(NC(=O)c2ccccc2NC(=O)CSc2ccc(Cl)cc2)cc1
  1% | 6% | -5% | -2.3% | 6% | 3%[46.1 µM] | 1% | 4%
- Cc1ccc(C(=O)OCC(=O)NCc2ccco2)cc1
  u | 4% | 1% | -0.1% | -13% | 1%[46.1 µM] | 0% | -5%
- CCn1ccnc1CN(C)Cc1cn[nH]c1-c1ccc(OC)c(F)c1
  3% | 2% | -1% | -0.2% | 1% | 28% | 1% | x
- Cc1nnc(SCC(=O)NC2CCCc3ccccc32)n1-c1ccccc1 (configuration not stated)
  2% | 0% | 6% | -3.8% | -3% | 4% | 10% | -8%
- O=C(CN1CCN(Cc2ccc3c(c2)OCO3)CC1)N1CCc2[nH]c3ccccc3c2C1
  -4% | -25% | 1% | -0.8% | -8% | -9%[46.1 µM] | 0% | -2%
- COc1ccc(N2C3=[N+](CC2(C)O)c2ccccc2CC3)cc1 (configuration not stated)
  -7% | 5% | -8% | 0.7% | -2% | 0%[46.1 µM] | 2% | -4%
- O=c1c2ccccc2nc(/C=C/c2ccc([N+](=O)[O-])cc2)n1CCCO
  u | -8% | 4% | -0.9% | -17% | -16% | 1% | -7%
- C=CCn1c(SCC(=O)c2ccc(Cl)s2)nc2ccccc2c1=O
  13% | 10% | 0% | -0.9% | -7% | -24%[46.1 µM] | -4% | -17%
- COc1ccc(NC2=C(C(C)=O)C(c3ccc(OC)cc3)C(C(C)=O)C(C)(O)C2)cc1 (configuration not stated)
  -9% | -26% | 7% | 2.5% | 3% | -6% | 0% | 2%
- Cc1ccc(SCCNC(=O)c2ccccc2C)cc1
  5% | 1% | -6% | 0.8% | -6% | -14%[46.1 µM] | -2% | 2%
- O=C(NC1CCCc2ccccc21)C(Cc1ccccc1)NS(=O)(=O)c1cccs1 (configuration not stated)
  -1% | -4% | 4% | -1.8% | -13% | -5% | 4% | 0%
- COc1cccc(NC(=O)COc2c(F)c(F)c(C(F)(F)F)c(F)c2F)c1
  2% | -11% | 10% | 0.0% | -12% | 5% | -17% | 1%
- COc1ccc(/C(C)=N/Nc2cccc(C(=O)O)c2)cc1OC
  u | u | 3% | 1.0% | -1% | 11% | -1% | 2%
- O=c1c(Cl)c(NCCCO)cnn1-c1nc2ccccc2[nH]1
  u | -6% | -7% | -1.1% | -18% | u | -7% | -3%
- CCn1c(SCC(=O)N2CCCC2)nc2ccccc2c1=O
  -5% | -8% | 5% | 0.3% | 9% | -13%[46.1 µM] | -3% | -5%
- COc1ccc(NC(=O)CSc2nc(N)c(C#N)cc2C#N)cc1
  u | 9% | -15% | -0.8% | -19% | u | -8% | -2%
- COc1ccc(CCNC(=O)C(C(=O)c2ccccc2)n2cc(Cl)ccc2=O)cc1OC (configuration not stated)
  3% | 1% | 5% | -1.0% | -4% | 2% | 3% | 7%
- O=S1(=O)CC=C(CSC(=S)NC2CCS(=O)(=O)C2)C1 (configuration not stated)
  19µM* | u | -3% | 1.1% | 2% | 20% | 0% | 6%
- CN1OC2C(=O)N(c3ccccc3)C(=O)C2C1c1ccc(F)cc1 (configuration not stated)
  8.9µM* | -9% | 9% | -2.3% | -18% | 2%[46.1 µM] | 6% | -5%
- O=C(Cc1ccccc1[N+](=O)[O-])NC1CC1
  u | 15% | 2% | -1.5% | -4% | 32% | -12% | -1%
- COc1ccc(CCNC(=O)CSc2nc3ccccc3c3nc(CCN4CCCCC4)nn23)cc1OC
  2% | 2% | -14% | -0.1% | -22% | -41% | -13% | 6%
- COc1ccc(Cl)cc1C(=O)O/N=C(\N)c1ccncc1
  x | 9% | -1% | 0.0% | -18% | 20% | -2% | x
- Cc1nc2cc(C(=O)NCc3cccnc3)ccc2n1-c1ccc(F)cc1F
  2% | 3% | 8% | -2.0% | -2% | 12% | 6% | -1%
- O=C(CCCN1C(=O)c2ccccc2C1=O)Nc1nncs1
  7% | 2% | 5% | 3.1% | 0% | 11%[46.1 µM] | -1% | -5%
- C/C(CC(=O)NC(C)(C)C)=N\NC(N)=S
  u | 0% | -1% | 0.1% | -5% | -11% | 5% | 4%
- CCC(=O)Nc1ccc(C(=O)OCC(=O)c2ccc(C)c([N+](=O)[O-])c2)cc1
  -6% | 9% | -8% | 4.7% | -29% | -6%[46.1 µM] | -8% | 4%
- Cc1ccc(OCC(=O)Nc2ccc3c(c2)nc(CCN2CCN(C)CC2)n3C)cc1
  9% | -10% | -1% | 2.2% | 0% | -11% | -3% | 5%
- COc1ccc(S(=O)(=O)NNC(N)=S)cc1
  u | u | 2% | 2.3% | 3% | 11% | 6% | 6%
- COc1cccc(C(=O)OC2CCN(C)CC2)c1
  15% | -1% | -2% | 0.2% | 0% | -4% | -14% | -14%
- Cc1ccccc1N(CC(=O)NCc1ccco1)C(=O)CCC(=O)Nc1nccs1
  5% | 14% | -15% | 1.2% | -2% | -13% | 1% | 9%
- CCC(=O)Nc1cccc(-c2csc(-c3ccccc3)n2)c1
  u | -7% | -3% | 9.0% | u | 6% | -2% | 3%
- CCCC(=O)Nc1cccc(C(=O)Nc2ccccc2OCC)c1
  -10% | 11% | -1% | 0.0% | -15% | 2% | -3% | 3%
- O=C1c2ccccc2C(O)(c2ncc[nH]2)N1CCc1ccccc1 (configuration not stated)
  14µM* | 3% | -5% | 0.0% | -4% | 2%[46.1 µM] | 3% | -6%
- CCOC(=O)C1(CCCc2ccccc2)CCN(C(=O)CCN2CCCCC2=O)CC1
  4.5µM* | 8% | -6% | 1.6% | 7% | 8% | 1% | 8%
- O=C(CCc1nnc(CCCCc2ccccc2)o1)NCCn1cccn1
  -6% | 12% | -5% | 0.1% | -8% | 8% | 1% | 9%
- Cc1ccc(-n2c(C)cc(C3N=C(N)Nc4nc5ccccc5n43)c2C)c(C)c1 (configuration not stated)
  13µM* | 3% | 0% | -1.1% | -8% | 10µM* | -2% | -2%
- COc1cc(NC(=O)c2cc(-c3cccc(O)c3)on2)cc(OC)c1OC
  u | 8% | 1% | 0.0% | -20% | -23%[46.1 µM] | -11% | 4%[15.4 µM]
- COC(=O)C1=NN[C@H](C(=O)OC)[C@H]1c1ccccc1
  5% | 1% | -5% | -1.0% | 3% | 4% | -2% | 3%
- Cc1n[nH]c(=S)n1/N=C/c1ccc(OCc2ccc(Cl)cc2Cl)cc1
  -12% | -2% | -6% | -1.9% | -9% | -12% | -4% | 0%
- O=S(=O)(NCCc1nnc2ccc(SCc3cccnc3)nn12)c1ccccc1
  3% | -4% | -1% | 0.4% | -5% | 7% | 2% | -4%
- Cc1ncc([N+](=O)[O-])n1CCOC(=O)NC(NCc1ccccc1)C(Cl)(Cl)Cl (configuration not stated)
  4% | 0% | 16% | -1.1% | 4% | -10%[46.1 µM] | -7% | -5%
- COc1ccc(CCNC(=O)C2CCN(S(=O)(=O)c3ccc(OC)c(OC)c3)CC2)cc1
  -1% | -4% | 2% | -0.7% | -11% | -1%[46.1 µM] | -4% | u

# Structural class, those above containing a furan ring, fused or not.
# Every second line gives: ALDH1A1 block | GAA glycogen mod | aGal spleen mod | Epigenetic reg | Tau fluor cs | NPSR antagonist | GAA spleen mod | GAA inh
- Cc1ccc(-c2nn3c(-c4ccco4)nnc3c3ccccc23)cc1S(=O)(=O)N1CCOCC1
  6% | -1% | 3% | 0.8% | 0% | -15%[46.1 µM] | 6% | -1%
- O=C(C1CCC1)N1CCc2cc(S(=O)(=O)NCc3ccco3)ccc21
  9% | -1% | 4% | 1.1% | -6% | -16%[46.1 µM] | -7% | -3%
- Cc1ccc(C(=O)OCC(=O)NCc2ccco2)cc1
  u | 4% | 1% | -0.1% | -13% | 1%[46.1 µM] | 0% | -5%
- Cc1ccccc1N(CC(=O)NCc1ccco1)C(=O)CCC(=O)Nc1nccs1
  5% | 14% | -15% | 1.2% | -2% | -13% | 1% | 9%

# Screens (PubChem BioAssay)
